Screens deposited in PubChem by National Center for Advancing Translational Sciences (NCATS).
Sm TGR inh: qHTS Assay for the Inhibitors of Schistosoma Mansoni Peroxiredoxins | Schistosoma mansoni thioredoxin glutathione reductase (TGR), Q962Y6 | purified TGR, DTNB reduction, TNB absorbance 405 nm | AID 485364, 2010 | Potency, µM (doses to about 114 µM), inactives show at the top dose activity change, negative = inhibition, usual class: inhibitors | 3% of 360,000 active; note: potency is the fitted concentration of half-maximal effect; % is set by controls: 0 for no effect and ±100 for the full control effect; nearly all actives have a fitted effect of over 60% in size
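First, TGR (20 nM dispensed) and NADPH were mixed with compound. Second, a 15 min room-temperature incubation followed. Third, further NADPH and then DTNB were added to start the reaction. Finally, TNB absorbance was monitored kinetically.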
Shiga toxin inh: A qHTS for Small Molecule Inhibitors of Shiga Toxin; AID 2315, 2010; Vero cells, Shiga toxin protein synthesis inhibition reporter; 9.2% of 290,000 active; inhibition, % at 38.7 µM; in the data active = inhibition mostly above about 28%, no sharp cut-off; inactive = mostly below about 43%; note: 0% is about no effect
FBPA Giardia inh: qHTS Assay for Inhibitors of Fructose-1,6-bisphosphate Aldolase from Giardia Lamblia. A8B2U2. purified Giardia FBPA. Potency, µM (top dose mostly 59.6 µM), for the others: at the highest dose activity, negative = inhibition, most hits filed as inhibitors. 0.71% of 290,000 active; note: potency is the fitted concentration of half-maximal effect; % is set by controls: 0 for no effect and ±100 for the full control effect; nearly all actives have a fitted effect of over 55% in size
Target sequence (A8B2U2 whole entry, looked up): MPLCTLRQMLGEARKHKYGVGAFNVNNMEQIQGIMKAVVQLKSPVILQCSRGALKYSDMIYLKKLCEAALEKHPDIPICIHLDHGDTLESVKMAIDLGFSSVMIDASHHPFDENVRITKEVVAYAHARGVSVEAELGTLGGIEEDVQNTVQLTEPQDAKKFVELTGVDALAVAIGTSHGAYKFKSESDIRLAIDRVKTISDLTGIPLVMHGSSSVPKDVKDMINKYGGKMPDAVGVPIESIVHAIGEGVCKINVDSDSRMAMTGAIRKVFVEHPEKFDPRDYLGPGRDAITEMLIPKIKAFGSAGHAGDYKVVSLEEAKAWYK
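Giardia FBPA (40 nM reagent) was preincubated 10 min at RT with compound (up to 57.5 uM final), then substrate plus GAPDH/TPI/NAD/arsenate coupling system with diaphorase/resazurin was added; resorufin fluorescence (525/598 nm) was read after 20 min.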
Pf growth 96h: Primary qHTS for delayed death inhibitors of the malarial parasite plastid, 96 hour incubation | P. falciparum luciferase reporter growth, 96 h | Potency, µM (top dose mostly 28.7 µM), without a hit: at the highest dose activity change, negative = inhibition, usual class: inhibitors | 6.9% of 320,000 active; note: potency is the fitted concentration of half-maximal effect; % is set by controls: 0 for no effect and ±100 for the full control effect
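Compounds incubated with erythrocytes infected by luciferase-expressing P. falciparum (2% hematocrit, 0.05% parasitemia final) for 96 hours, 37 C in 5% CO2. Growth inhibition scored as decreased luciferase luminescence.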
Pf growth 48h: Primary qHTS for delayed death inhibitors of the malarial parasite plastid, 48 hour incubation; Potency, µM (titrated, usually from 28.7 µM), inactives show at the highest dose activity change, negative = inhibition, hits mostly inhibitors; P. falciparum luciferase growth in erythrocytes, 48 h; AID 504832, 2011; 5.9% of 310,000 active; note: potency is the fitted concentration of half-maximal effect; % is set by controls: 0 for no effect and ±100 for the full control effect
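First compound was added to culture medium, then infected red cells at 0.1% parasitemia and 2% hematocrit (final). After incubation at 37 C under 5% CO2, luciferase detection reagent was dispensed and light output recorded.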
Cycloheximide cs: Cycloheximide Counterscreen for Small Molecule Inhibitors of Shiga Toxin. cell reporter, cycloheximide protein synthesis inhibition counterscreen. max response, %. 12% of 300,000 active; in the data active = max response mostly above about 13%, no sharp cut-off; inactive = mostly below about 14%; note: read at 38.3 µM for the half of the compounds with a filed dose; 0% is about no effect
* = called active by the depositor; u = inconclusive; x = no result given; & = joins results of further samples; [ ] = another dose, or the depositor's remark. Unless noted, calls come from the whole dose curve; as a rule, active = well fitted curve in the direction sought with a large enough effect; inconclusive = small, poorly fitted or top-dose-only effect, or another doubt; inactive = no such curve, though single readings can be large; an effect the other way counts as inactive or inconclusive.

Order of values – Pf growth 48h, Cycloheximide cs, Shiga toxin inh, Pf growth 96h, FBPA Giardia inh, Sm TGR inh
COc1ccc(NC(=O)CN(C)CC(=O)Nc2ccc(Cl)cc2F)cc1
  10%, -2, 18, -12%, -10%, -8%
COc1cccc(C2c3c(oc4ccccc4c3=O)C(=O)N2CCCN(C)C)c1OC (stereo unspecified)
  u, 2, 7, -7%, -17%, -27%
COc1ccccc1C(=O)Nc1ccc2c(c1)n(C)c(=O)n2C
  10%, -2, -4, -1%, 1%, 4%
CCOc1ccc(CN2CCNC(=O)C2CC(=O)NCC2CCOCC2)cc1 (stereo unspecified)
  3%, -3, -5, -28%, x, 0%
COc1ccc(OC)c(S(=O)(=O)Nc2c(NC3CCCCC3)c3ccccc3oc2=O)c1
  u, -11, -5, -22%, x, 0%
O=C(C1CC1)N1CCc2cc(Br)cc(S(=O)(=O)N3CCCCCC3)c21
  1.7µM*, -1, 4, x, 2%, 2%
COc1ccc(/C=C/C(=O)Nc2ccc3c(c2)OCCO3)cc1OC
  28%, 34*, 35, -4%, -8%, -24%
O=C(O)CN1CCOCCOCCN(CC(=O)O)CCOCCOCC1
  3%, -3, -17, 17%, 6%, -1%
Cc1cc(-n2c(C)cc(C(=O)CSc3nnnn3-c3ccc(Cl)cc3)c2C)no1
  12µM*, -1, -1, 12µM*, 8%, -12%
COc1ccccc1NC(=S)NC(NC(=O)c1ccco1)C(Cl)(Cl)Cl (stereo unspecified)
  u, 1, -7, 33%[activator], 0%, -17%
CC12CCC(C(=O)NCc3ccccn3)(OC1=O)C2(C)C (stereo unspecified)
  -1%, 1, 27, x, -13%, -14%
O=C(NC1CCCCC1)C(c1ccc(F)cc1)N(Cc1ccc2c(c1)OCO2)C(=O)c1cnsn1 (stereo unspecified)
  u, -3, -4, -5%, 3%, 10%
CCN(CC1CCCN(CCc2cccc(OC)c2)C1)C(=O)C=C(C)C (stereo unspecified)
  u, -1, -8, -29%, 2%, -23%
Cc1ccc(C(=O)NC(=S)Nc2ccccc2C(F)(F)F)cc1
  26%, 14, 71, 105%[activator], -17%, u
O=C(c1cccc(Cl)c1)C1CCCN(S(=O)(=O)c2ccccc2)C1 (stereo unspecified)
  u, -3, -18, -6%, x, -23%
Oc1cccc(/C=N/NC(=S)NCCN2CCOCC2)c1O
  u, 1, 16, u, u, -2%
Cc1cccc(OCC(=O)NCCCNC(=O)c2ccco2)c1
  -28%, 2, -13, -16%, -6%, 9%
O=C(Nc1ccc(Cl)cc1F)C1CC1c1ccccc1 (stereo unspecified)
  31%[activator], 14, x, 8%, -4%, 0%
CCOC(=O)Cc1[nH]nc2c1C(Cc1ccccc1)C(C#N)=C(N)O2 (stereo unspecified)
  u, 1, -7, -23%, -10%, -17%
Cc1ccc(C(=O)c2cn[nH]c2-c2cc(Cl)ccc2O)cc1
  24%, -1, 7, u, -19%, 6%

Pulled by structure from the list above:
Order of values – Pf growth 48h, Cycloheximide cs, Shiga toxin inh, Pf growth 96h, FBPA Giardia inh, Sm TGR inh
CCN(CC1CCCN(CCc2cccc(OC)c2)C1)C(=O)C=C(C)C (stereo unspecified)
  u, -1, -8, -29%, 2%, -23%
Oc1cccc(/C=N/NC(=S)NCCN2CCOCC2)c1O
  u, 1, 16, u, u, -2%

A different layout for 15 compounds above.
molecule	Pf growth 48h	Cycloheximide cs	Shiga toxin inh	Pf growth 96h	FBPA Giardia inh	Sm TGR inh
COc1ccc(OC)c(S(=O)(=O)Nc2c(NC3CCCCC3)c3ccccc3oc2=O)c1	u	-11	-5	-22%	x	0%
O=C(C1CC1)N1CCc2cc(Br)cc(S(=O)(=O)N3CCCCCC3)c21	1.7µM*	-1	4	x	2%	2%
COc1ccc(/C=C/C(=O)Nc2ccc3c(c2)OCCO3)cc1OC	28%	34*	35	-4%	-8%	-24%
O=C(O)CN1CCOCCOCCN(CC(=O)O)CCOCCOCC1	3%	-3	-17	17%	6%	-1%
Cc1cc(-n2c(C)cc(C(=O)CSc3nnnn3-c3ccc(Cl)cc3)c2C)no1	12µM*	-1	-1	12µM*	8%	-12%
COc1ccccc1NC(=S)NC(NC(=O)c1ccco1)C(Cl)(Cl)Cl (stereo unspecified)	u	1	-7	33%[activator]	0%	-17%
CC12CCC(C(=O)NCc3ccccn3)(OC1=O)C2(C)C (stereo unspecified)	-1%	1	27	x	-13%	-14%
O=C(NC1CCCCC1)C(c1ccc(F)cc1)N(Cc1ccc2c(c1)OCO2)C(=O)c1cnsn1 (stereo unspecified)	u	-3	-4	-5%	3%	10%
CCN(CC1CCCN(CCc2cccc(OC)c2)C1)C(=O)C=C(C)C (stereo unspecified)	u	-1	-8	-29%	2%	-23%
Cc1ccc(C(=O)NC(=S)Nc2ccccc2C(F)(F)F)cc1	26%	14	71	105%[activator]	-17%	u
O=C(c1cccc(Cl)c1)C1CCCN(S(=O)(=O)c2ccccc2)C1 (stereo unspecified)	u	-3	-18	-6%	x	-23%
Oc1cccc(/C=N/NC(=S)NCCN2CCOCC2)c1O	u	1	16	u	u	-2%
Cc1cccc(OCC(=O)NCCCNC(=O)c2ccco2)c1	-28%	2	-13	-16%	-6%	9%
O=C(Nc1ccc(Cl)cc1F)C1CC1c1ccccc1 (stereo unspecified)	31%[activator]	14	x	8%	-4%	0%
CCOC(=O)Cc1[nH]nc2c1C(Cc1ccccc1)C(C#N)=C(N)O2 (stereo unspecified)	u	1	-7	-23%	-10%	-17%

The listing continues.
Order of values – Pf growth 48h, Cycloheximide cs, Shiga toxin inh, Pf growth 96h, FBPA Giardia inh, Sm TGR inh
O=C(NCCCN1CCOCC1)c1ccc(/C=C2\Oc3ccccc3N(Cc3ccccc3F)C2=O)cc1
  -30%, -4, -6, 8.3µM*, -17%, -10%
N#Cc1ccc(CN2CCN(C(=O)CC(NC(=O)c3ccccc3)c3ccccc3)CC2)cc1 (stereo unspecified)
  0%, 3, 3, -16%, x, -3%
COc1ccc(C2C(C(=O)c3ccco3)=C(O)C(=O)N2Cc2cccnc2)cc1OC (stereo unspecified)
  1%, 24, 35, 31%, -27%, 5%
CN1CCN(NC(=O)CN2C(=O)/C(=C/c3ccccc3Cl)SC2=S)CC1
  2%, 1, 14, -24%, u, -4%
Cc1ccc(NC(=O)CCNC(=O)c2ccc(Br)cc2)nc1
  34%[activator], 18*, 56*, 34%, 7%, 3%
COc1cccc(NC(=O)CN2C(=O)c3cccnc3Oc3ccc(Cl)cc32)c1
  13µM*, 3, 12, 2%, -7%, 6%&-3%
COc1ccc2c(c1)c(=O)oc1cc3oc(C)c(C)c3cc12
  x, -1, -4, -29%, 1%, 0%
Cc1cc(NC(=O)c2ccc3nc(-c4ccccc4)c(-c4ccccc4)nc3c2)no1
  5.2µM*, 1, -9, 4.7µM*, 0%, 9%
Cc1sc2c(c1C)c(=O)n(-c1cccc(C(F)(F)F)c1)c(=O)n2CC(=O)NCc1ccco1
  1%, -2, 3, -1%, 4%, -7%
COc1cccc(CN(C(=O)c2ccccc2Cl)C2CCS(=O)(=O)C2)c1 (stereo unspecified)
  -4%, -4, 13, 26%, 10%, -16%
COCc1nnc(NC(=O)CSc2ccc(C)cc2)s1
  u, 3, -13, u, -5%, 9%
NC(=O)c1ccc(NC(=O)COC(=O)c2ccc(Cl)nc2)cc1
  6%, x, x, 54%[activator], x, -11%
N#Cc1c(N)nc2c(c1-c1ccncc1)CCCCC2
  u, -7, 1, 7.4µM*, 11%, 5%
Cc1cccc(NC(=O)C(C)SCc2nc3sc(C)c(C)c3c(=O)[nH]2)n1 (stereo unspecified)
  39%[activator], -1, -9, 6%, -27%, -3%
N#Cc1sc2nc(-c3cccs3)cc(-c3ccc(F)cc3)c2c1N
  -24%, -5, -1, u, 0%, 0%
COc1ccc(CCn2c(NN=C3CCCC3)nc3c2c(=O)[nH]c(=O)n3C)cc1
  -16%, 1, -9, u, u, u
CCCc1c(C(=O)Nc2ccc(N3CCOCC3)cc2)cnn1-c1ccccc1
  -1%, 1, -3, u, -6%, -1%
CCOc1ccc(CCNC(=O)COC(=O)Cn2cnc3c2c(=O)n(C)c(=O)n3C)cc1OCC
  -4%, x, x, 61%[activator], x, 4%
O=C(O)/C=C/c1ccc(OCc2cccc(F)c2)cc1
  14%, -4, 17, -26%, 26%, 0%
Cc1ccsc1C(=O)C1CCCN(Cc2cnn(C(C)C)c2)C1 (stereo unspecified)
  -11%, -2, -20, 6%, 2%, -4%[57.1 µM]
COn1c2c(c3c4nonc4ccc31)CCCC2
  x, -5, -20, u, u, 28µM*
O=C(c1ccc(Cl)cc1)C1C2C(=O)N(c3ccccc3)C(=O)C2C2CCCN21 (stereo unspecified)
  u, 1, 19, 15µM*, -7%, u
O=C(NCc1ccc(Cl)cc1)C1CCN(C(=O)Cc2ccccc2)CC1
  15%, 7, -9, 12µM*, 7%, 7%
N=Nc1c(O)n(CC(=O)Nc2ccccc2)c2ccccc12
  u, 5, -7, 34%[activator], 9%, 5%
Cc1nn(-c2ccccc2)c(Cl)c1/C=C/C(=O)c1ccc(O)cc1
  -2%, 17*, 38, u, 1%, -14%
Clc1ccc(-c2nnc(-c3ccc(Br)cc3)c(N3CCSCC3)n2)cc1
  u, -4, 67, 4%, 0%, 9%
O=S1(=O)C2CC3C=CC2(O3)C(O)C(Cc2ccccc2)N1Cc1cccc(C(F)(F)F)c1 (stereo unspecified)
  x, -4, 3, x, -7%, x
O=C(Cc1ccccc1[N+](=O)[O-])NNC(=O)c1cccs1
  8%, x, x, 0%, x, -19%
CC(CC(C)C(=O)N1CCOCCN(C(=O)C(C)CC(C)C(=O)O)CCOCC1)C(=O)O (stereo unspecified)
  22%, 10, 19, x, 0%, -3%
O=C(CSc1nccn1Cc1ccco1)Nc1ccccc1
  40%[activator], 32*, 41*, 41%[activator], x, 4%
COc1cccc(OCc2nc3ncc(Br)cc3[nH]2)c1
  34%[activator], 17*, 31, u, -12%, -26%
CC(=O)NS(=O)(=O)c1ccc(N2C(=O)c3ccccc3C2=O)cc1
  4%, 0, 6, 39%[activator], 7%, 4%
Cc1cccc(C(=O)Nc2cccc(C(=O)N/N=C/c3ccc4c(c3)OCO4)c2)c1
  23%, 40*, 79*, 1%, 3%, -9%
CCOc1ccc(S(=O)(=O)N(C)CC(=O)N2CCCC2)cc1
  5%, 3, -19, 0%, 4%, 16%
CSc1ccc(/C=N/NC(=O)c2ccc(O)cc2)cc1
  135%[activator], 46*, 102*, u, 3%, -15%
C#CCn1ccc(O)c(Cc2ccccc2)c1=O
  -8%, -6, -3, 42%[activator], -18%, 2%
Cc1ccc(-n2nnnc2SCC(=O)Nc2ccc3c(c2)OCCO3)cc1C
  24%, 7, 9, u, 10%, -4%
CN(C)c1ccc(/C=N/n2c(-c3ccccc3Br)n[nH]c2=S)cc1
  18%, 17*, 54, 23%, 4%, 1%
CCc1noc(C)c1C(=O)N1CCSC1=Nc1cccc(Cl)c1C
  u, 0, 23, 2.9µM*, x, 2%
CCn1c(SCC(=O)NCc2ccc(F)cc2)nc2c(c1=O)SC(C)C2 (stereo unspecified)
  31%[activator], -4, -14, u, -5%, -10%
CN(Cc1ccccc1)C(=O)c1ccccc1-c1ccccc1
  15%, 13, 13, 32%[activator], -4%, 5%
O=C(NNc1ccccn1)C(=O)NNS(=O)(=O)c1ccc(Cl)cc1
  36%, 0, 3, 51%[activator], -1%, 1%
CC(=O)Nc1ccc(S(=O)(=O)NCC(=O)NNC(=O)c2csc(N3CCOCC3)n2)cc1
  -11%, x, x, -13%, x, 9%
